TRPC4 inh: inhibitors of mouse TRPC4 channel, primary screen, Fluo4 calcium, HEK293 TRPC4beta/mu-opioid cells. Short transient receptor potential channel 4 (Mus musculus), Q9QUQ5. DAMGO-evoked Fluo4 calcium flux; active compounds read low. B-score at 10 µM. 300,000 tested, 0.39% active. AID 2247, 2010;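 active = B-score over 3 SD under the library average, no early fluorescence shift, positive overall ratio signal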
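Assay system: TRPC4beta/mu-opioid receptor HEK293 cell line; compound dosing: single concentration per test compound; detection: Fluo4 Ca2+ flux fluorescence; evaluation: per-well B score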
TRPC6 activator: mouse TRPC6 channel activators, primary screen, cell-based, HEK293, membrane potential dye; Short transient receptor potential channel 6 (Mus musculus), Q61143; HEK293-TRPC6 membrane potential dye fluorescence; active compounds read high; B-score at 10 µM; 310,000 tested, 0.13% active; AID 2550, 2010;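 active = B-score of the integrated fluorescence ratio above library mean plus 3 SD, and starting fluorescence ratio within library mean plus 5 SD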;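 note: higher score means more depolarization so channel activation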
TMEM16A inh: TMEM16A chloride channel inhibitors, primary screen, cell-based, HTS; Anoctamin-1 (Mus musculus), Q8BHY3; HEK293 TMEM16A/YFP iodide influx fluorescence, ionomycin; normalized B-score (activity score, 25-100; higher = stronger inhibition) at 10 µM; 310,000 tested, 1.2% active;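 active = ratio plate-corrected score three or more library SD toward inhibition, starting fluorescence score within five deviations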;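 note: score derived from kinetic fluorescence span divided by baseline fluorescence per well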
Target sequence (Q8BHY3 whole entry, looked up): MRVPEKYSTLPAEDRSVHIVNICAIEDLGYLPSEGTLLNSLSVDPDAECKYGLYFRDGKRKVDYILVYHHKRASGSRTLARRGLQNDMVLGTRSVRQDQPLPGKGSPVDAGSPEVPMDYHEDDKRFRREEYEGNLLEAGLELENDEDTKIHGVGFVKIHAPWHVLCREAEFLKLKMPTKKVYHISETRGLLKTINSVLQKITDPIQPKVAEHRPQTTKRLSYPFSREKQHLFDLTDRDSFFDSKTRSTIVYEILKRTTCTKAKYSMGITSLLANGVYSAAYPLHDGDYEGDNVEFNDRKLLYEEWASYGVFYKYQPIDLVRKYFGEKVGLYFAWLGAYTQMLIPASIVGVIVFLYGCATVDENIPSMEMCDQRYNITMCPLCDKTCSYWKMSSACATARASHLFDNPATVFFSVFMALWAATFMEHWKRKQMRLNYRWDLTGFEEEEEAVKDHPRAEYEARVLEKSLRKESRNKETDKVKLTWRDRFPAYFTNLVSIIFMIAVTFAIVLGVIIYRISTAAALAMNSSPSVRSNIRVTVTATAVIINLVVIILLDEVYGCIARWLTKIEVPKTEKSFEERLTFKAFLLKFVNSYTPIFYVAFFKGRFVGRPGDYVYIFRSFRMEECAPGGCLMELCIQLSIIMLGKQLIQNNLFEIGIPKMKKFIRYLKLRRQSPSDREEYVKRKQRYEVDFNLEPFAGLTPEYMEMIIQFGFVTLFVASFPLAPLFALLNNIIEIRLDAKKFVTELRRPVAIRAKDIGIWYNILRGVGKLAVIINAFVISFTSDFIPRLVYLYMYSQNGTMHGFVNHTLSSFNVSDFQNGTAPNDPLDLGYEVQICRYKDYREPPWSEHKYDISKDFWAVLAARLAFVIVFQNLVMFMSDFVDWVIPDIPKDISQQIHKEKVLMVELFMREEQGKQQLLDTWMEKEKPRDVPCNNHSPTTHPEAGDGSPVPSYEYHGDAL
MrgX1 allo act: positive allosteric modulators of MrgX1, primary screen, HEK293 cells, Fluo-4 calcium flux. Mas-related G-protein coupled receptor member X1 (Homo sapiens), Q96LB2. FDSS; active compounds read high. B-score at 10 µM. 310,000 tested, 0.63% active. AID 588675, 2011;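 active = plate-corrected calcium response at least 3 library SD above typical, normal starting fluorescence, not activating the receptor alone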;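 note: compound read alongside a low EC10 to EC30 dose of BAM8-22 agonist; peak minus trough fluorescence over baseline measured at the second addition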
ANO1 activ: TMEM16A chloride channel activators or potentiators, primary screen, cell-based, HTS. Anoctamin-1 (Mus musculus), Q8BHY3. HEK293 TMEM16A/YFP-H148Q/I152L, iodide quench fluorescence; active compounds read low. B-score at 10 µM. 340,000 tested, 0.3% active. AID 623877, 2012;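 active = fluorescence-ratio B-score plate-corrected deviation score at least 3 library SD below zero, with starting fluorescence score within 5 deviations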;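 note: channel opened by trigger with iodide after compound preincubation; score built on the fluorescence ratio of max minus min over baseline; more negative score means more quench and so TMEM16A activation or potentiation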
TRPC4 PAM: positive allosteric modulators of TRPC4, primary screen, cell-based, mouse TRPC4beta, HEK293 mu-opioid, Fluo-4 calcium; 310,000 tested, 0.42% active; B-score at 10 µM; DAMGO EC20, Fluo-4 Ca2+ flux; active compounds read high; AID 2227, 2009; Short transient receptor potential channel 4 (Mus musculus), Q9QUQ5;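 active = B-score of calcium response area above 5 SD of library B-scores, with initial fluorescence ratio within 5 SD of library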;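 note: B-score of integrated fluorescence ratio over time as area under calcium response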
TRPC4 act: activators of mouse TRPC4 channel, primary screen, Fluo4 calcium, HEK293 TRPC4beta/mu-opioid cells; Short transient receptor potential channel 4 (Mus musculus), Q9QUQ5; Fluo4 calcium fluorescence; active compounds read high; B-score at 10 µM; 310,000 tested, 0.49% active; AID 2237, 2010;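 active = B-score above 5 SD of library B-scores, and initial fluorescence ratio not above library mean plus 5 SD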;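 note: positive B-score marks a calcium rise read as TRPC4 activation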
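Incubation: 45 min room-temperature Fluo4 loading, 110 s read / System: HEK293 cells stably co-expressing mouse TRPC4beta and mu-opioid receptor / Signal: Fluo4 fluorescence, kinetic / Control set: buffer (low) and maximal DAMGO (high) / Measure: integrated baseline-normalised fluorescence ratio, converted to per-well B score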
TRPC6 inhibitor: mouse TRPC6 channel inhibitors, primary screen, cell-based, HEK293, membrane potential dye | B-score at 10 µM | AID 2553, 2010 | ACh-evoked depolarization; active compounds read low | 310,000 tested, 1.1% active;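 active = B-score under library mean minus 3 SD, initial fluorescence not abnormally high, positive integrated signal ratio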;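 note: B-score derived from integrated fluorescence ratio over the kinetic read; more negative B-score means stronger inhibition of depolarization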
MrgX1 agonist: agonists of human MrgX1 receptor, primary screen, HEK293 cells, Fluo-4 calcium flux; Mas-related G-protein coupled receptor member X1 (Homo sapiens), Q96LB2; B-score at 10 µM; AID 588627, 2011; Fluo-4 calcium fluorescence, agonist mode; active compounds read high; 310,000 tested, 0.44% active;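 active = calcium response B-score plate-corrected fluorescence ratio at least 3 library SD, with starting fluorescence B-score inside 5 SD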
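Material: MrgX1-expressing HEK293 cells / Dosing: compound as first of three additions / Incubation: overnight seeding, then 1 h dark dye loading / Signal: Fluo-4 NW calcium fluorescence / Evaluation: B-scored fluorescence response ratio / Benchmarks: positive and negative control wells on each plate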
MrgX1 antagonist: antagonists of human MrgX1 receptor, primary screen, HEK293 cells, Fluo-4 calcium flux; AID 588676, 2011; B-score at 10 µM; 310,000 tested, 1.3% active; Mas-related G-protein coupled receptor member X1 (Homo sapiens), Q96LB2; BAM8-22 antagonism; active compounds read low;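 active = calcium-response B-score plate-corrected more than 3 library SD below zero, starting fluorescence within 5 deviations, no agonist response on first addition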;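 note: peak minus trough fluorescence over baseline after final BAM8-22 challenge near maximal dose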
SKKanGAS inh: S. pyogenes SKKanGAS growth inhibitors in kanamycin, primary screen, streptokinase expression inhibitor project, SKKanGAS strain, BacTiter-Glo luminescence; 6 h; inhibition, % at 7.5 µM; 300,000 tested, 1.3% active;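 active = mean replicate score, as percent of positive control median, at least 50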;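 note: strain carries kanamycin resistance gene driven by streptokinase promoter and grows in 40 µg/ml kanamycin; loss of luminescence reflects streptokinase promoter inhibition or plain growth inhibition; 0% = median of DMSO wells and 100% = positive control at its reference dose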
Starred values were filed as active, the others as inactive; i = inactive; x = no result given.

SMILES	TRPC4 inh	TRPC6 activator	TMEM16A inh	MrgX1 allo act	ANO1 activ	TRPC4 PAM	TRPC4 act	TRPC6 inhibitor	MrgX1 agonist	MrgX1 antagonist	SKKanGAS inh
CCOc1ccc(NC(=O)c2ccc(NC(=O)COC(=O)Cc3ccc(OC)cc3)cc2)cc1	i	i	i	i	i	i	i	i	i	i	-6.3
C=CCN1C(=O)C(O)(CC(=O)c2ccc(-n3cccc3)cc2)c2ccccc21 (centres undefined)	i	i	i	i	i	i	i	i	i	i	3.3
O=C(CNC(=O)c1cccc(F)c1)N/N=C/c1cc(Br)ccc1OC(=O)/C=C/c1ccco1	i	i	x	x	i	i	i	i	x	x	14.2
COc1ccc(-c2cc(-c3cccs3)nc(OC)c2C#N)cc1OC	i	i	i	i	i	i	i	i	i	i	30.1
CC(C)(C)c1cc(OC(=O)c2ccccc2F)ccc1O	i	i	i	i	i	i	i	i	i	i	9.2
COCC(C)NC(=O)CSc1nc2ccccc2n1CCc1ccccc1 (centres undefined)	i	i	i	i	i	i	i	i	27.9*	i	x
CCN1C2=NCCCN2c2ccccc21	i	i	i	i	i	i	i	i	i	i	1.2
O=C(NC1CCCCCC1)c1cccc(N2CCCC2=O)c1	i	i	i	i	i	i	i	i	i	i	8.3
O=C(CSc1ncccn1)N1CCN(Cc2ccccc2)CC1	i	i	i	i	i	i	i	i	i	i	-1.4
O=C(CN1c2ccccc2Sc2ccccc21)NNC(=O)Nc1cccc(Cl)c1	i	i	i	i	i	i	i	i	i	i	49.9*
COc1ccc(C(=O)N/N=C/c2ccc(OC)c(CSc3ccccn3)c2)cc1	i	i	i	i	i	i	i	i	i	i	-1.6
COc1ccc(-n2c(C)cc(C(=O)COC(=O)c3cc(NC(=O)c4cccs4)c(OC)c(OC)c3)c2C)cc1	i	i	i	i	i	i	i	i	i	i	5.4
CNCCC1Sc2ccccc2Oc2ccccc21 (centres undefined)	i	i	i	i	i	i	i	-5.59*	i	i	4.8
COc1ccc(CCN=C(C)C2=C(O)C(c3ccccc3)OC2=O)cc1OC (centres undefined)	i	i	i	i	i	i	i	i	i	i	-8.5
COc1ccc(Cl)cc1NC(=S)N1CC(C)OC(C)C1 (centres undefined)	i	i	i	i	i	i	i	i	i	i	-3.1
CCOC(=O)c1cnc(-c2ccccc2)nc1-c1ccccc1	i	i	i	i	i	i	i	i	i	i	-7.1
CCNC(=O)COC(=O)c1ccc(S(=O)(=O)N2CCCCCC2)cc1	i	i	i	i	i	i	i	i	i	i	7.6
Cc1ccc(C)c(NS(=O)(=O)c2cc(C(=O)NCc3ccccn3)ccc2C)c1	i	i	i	i	i	i	i	i	i	i	1.4
Cc1cc(=O)oc2c(C)c(OC(=O)c3ccco3)ccc12	i	i	i	i	i	i	i	i	i	i	4.1
COC(=O)c1ccc2c(=O)n(CCO)c(=S)[nH]c2c1	i	i	i	i	i	i	i	i	i	i	0.9
CC(C)OC(=O)c1c(NC(=O)Cn2cnc([N+](=O)[O-])n2)sc2c1CCCC2	i	i	i	i	i	i	i	i	i	i	9.9
O=C(O)CCCCCCCCc1cn(CC2CCCCC2)nn1	i	i	i	i	i	i	i	i	i	i	8.9
CS(=O)(=O)c1nc(S(=O)(=O)c2ccc(Cl)cc2)c(NCc2ccccn2)s1	i	i	i	i	i	i	i	i	i	i	3.6
CCCCc1cc(C(=O)Cc2ccccn2)c(O)cc1O	i	i	i	i	i	i	i	i	i	i	10.2
O=C(CNS(=O)(=O)c1ccccc1)N1CCCC1	i	i	i	i	i	i	i	i	i	i	-5.4
O=c1cc(N2CCCCC2)c(-c2ccccc2)nn1Cc1ccc(Cl)cc1	i	i	i	i	i	i	i	i	i	i	94.2*
CCc1cccc(NC(=O)Cc2ccc(OC)c(OC)c2)c1	i	i	i	i	i	i	i	i	i	i	-0.4
COc1ccccc1N1CCN(C(=O)c2ccc3c(Cl)c4c(nc3c2)CCCC4)CC1	i	i	i	i	i	i	i	i	i	i	24.7
CC1=NN(C(C#N)c2ccc([N+](=O)[O-])cc2)C(C)(C)C1 (centres undefined)	i	i	i	i	i	i	i	i	i	i	-3.9
COc1ccc(C(C(=O)NC(C)(C)C)N(CCc2ccc(OC)c(OC)c2)C(=O)CCC(=O)Nc2cc(C)on2)cc1 (centres undefined)	i	i	i	i	i	i	i	i	i	i	2.4
O=C(CC1(O)C(=O)N(CN2CCOCC2)c2ccccc21)c1ccccc1 (centres undefined)	i	i	i	i	i	i	i	i	i	i	3.7
O=C(O)C1CCN(C(=O)CSc2nc3ccccc3c(=O)n2-c2ccc(Cl)cc2)CC1	i	i	i	i	i	i	i	i	i	i	0.5
CC(C)C(=O)Nc1nnc(SCC(=O)NC2CCCC2)s1	i	i	i	i	i	i	i	i	i	i	3.1
Cc1ccnc2nc(C(=O)Nc3ccc(S(=O)(=O)N4CCCC4)cc3)nn12	i	i	i	i	i	i	i	i	i	i	-10.1
Cc1cccc(C)c1NC(=O)CN(C)C(=O)Cn1c(=O)cnc2ccccc21	i	i	i	i	i	i	i	i	i	i	2.9
COc1ccc2nc(C)cc(Sc3nc4ccccc4s3)c2c1	i	i	i	i	i	i	i	i	i	i	17.1
COc1ccc(-n2c(=O)c3ccccc3n(CC(=O)Nc3cc(C)on3)c2=O)cc1OC	i	i	i	i	i	i	i	i	i	i	-10.5
COc1ccc(-c2nc3c(n2O)CCC/C3=N\O)cc1	i	i	i	i	i	i	i	i	i	i	10.9
O=C(c1ccc2ccccc2c1)C1CCCN(C(=O)CN2C(=O)CSC2=O)C1 (centres undefined)	i	i	i	i	i	i	i	i	i	i	-10.5
CCCCC(=O)OCC(=O)c1cc(C)n(-c2c(C)n(C)n(-c3ccccc3)c2=O)c1C	i	i	i	i	i	i	i	i	i	i	-11.9
CC1=C([N+](=O)[O-])C(c2ccccc2Cl)NC(=O)N1C (centres undefined)	i	i	i	i	i	i	i	i	i	i	-2.6
Cc1ccc(-c2cc(C(=O)OCC(=O)Nc3cc(C)on3)c3ccccc3n2)c(C)c1	x	x	i	i	i	x	x	x	i	i	x
Cc1cc(C(=O)CSc2nnnn2-c2ccccc2)c(C)n1-c1ccc2c(c1)OCO2	i	i	i	i	i	i	i	i	i	i	-8.7
CCCN(CCC)CCNC(=O)c1cc2c(-c3ccc(Cl)cc3)nn(C)c2s1	i	i	i	i	i	i	47*	i	i	i	0.1
COc1ccccc1CN(CC(=O)NCC1CCCO1)C(=O)CNS(=O)(=O)c1ccc(C)cc1 (centres undefined)	i	i	i	i	i	i	i	i	i	i	-1.5
O=C(CCCN1C(=O)c2cccc3cccc(c23)C1=O)Nc1ccon1	i	i	i	i	i	i	i	i	i	i	-13.5
Cc1ccccc1-c1nc(CS(=O)CC(=O)NC2CCCC2)c(C)o1 (centres undefined)	i	i	i	i	i	i	i	i	i	i	0.1
Cc1ccccc1-n1nc2c(c1NC(=O)c1c(-c3ccccc3Cl)noc1C)CS(=O)(=O)C2	i	i	i	i	i	i	i	i	i	i	-3.8
O=C(CN1C(=O)NC2(CCCC2)C1=O)NCCC1=CCCCC1	i	i	i	i	i	i	i	i	i	i	-1.5
O=C(/C=C/c1cccs1)Nc1ccc(N2CCOCC2)c(S(=O)(=O)Nc2cc(Cl)ccc2Cl)c1	i	i	i	i	i	i	i	i	i	i	39.6
COc1cc(C(=S)N2CCOCC2)ccc1OS(=O)(=O)c1ccc(C)cc1	i	i	i	i	i	i	i	i	i	i	-2.2
CC(C)(C)OC(=O)NC(Cc1ccccc1)C(=O)N1CCC(C(=O)NCC(=O)Nc2ccc(F)cc2)CC1 (centres undefined)	i	i	i	i	i	i	i	i	i	i	1.3
O=C(N/N=C/c1cccc2ccccc12)c1cc2ccccc2o1	i	i	x	x	i	i	i	i	x	x	-2.3
CCN(c1ccccc1)S(=O)(=O)c1ccc(N)cc1	i	i	i	i	i	i	i	i	i	i	2.4
COc1ccccc1-n1c(CNc2c(C)cccc2C)nnc1SCC(=O)N1CCOCC1	i	i	i	i	i	i	i	i	i	i	-5.2
CCOC(=O)CSc1nc2c([nH]c3ccccc32)c(=O)n1C	i	i	i	i	i	i	i	i	i	i	-2.4
CCc1onc(C)c1C(=O)O	i	i	i	i	i	i	i	i	i	i	3.4
O=S(=O)(c1ccccc1)c1cnc(-c2cccnc2)nc1-c1ccc(Cl)cc1Cl	i	i	i	i	i	i	i	i	i	i	10.8
O=C(NCc1ccccn1)C1CCCN(S(=O)(=O)c2ccc(Br)cc2)C1 (centres undefined)	i	i	i	i	i	i	i	i	i	i	-0.1
O=C(/C=C/c1ccccc1Cl)N1CCN(c2ncccn2)CC1	i	i	i	i	i	i	i	i	i	i	-12.2
(more compounds)
SMILES	TRPC4 inh	TRPC6 activator	TMEM16A inh	MrgX1 allo act	ANO1 activ	TRPC4 PAM	TRPC4 act	TRPC6 inhibitor	MrgX1 agonist	MrgX1 antagonist	SKKanGAS inh
CCOC(=O)N1CCN(C(=O)c2ccc(CNS(=O)(=O)c3ccc(NC(C)=O)cc3)cc2)CC1	i	i	i	i	i	i	i	i	i	i	-5.2
CSc1ccc(CNC(=O)Cc2ccc(NC(=O)C3=C(C)OCCS3)cc2)cc1	i	i	i	i	i	i	i	i	i	i	-3.5
CN1c2ccc(Cl)cc2C(=O)NC1c1ccc([N+](=O)[O-])s1 (centres undefined)	i	i	i	i	i	i	i	i	i	i	10.5
Fc1ccccc1OCCCCCCN1CCCC1	i	i	i	i	i	i	i	i	i	i	-0.3

An unsorted share of the library; any-hit rate near 6.7%.
